Vif imaging: blocks HIV Vif function. 0.35% of 340,000 active. AID 602346. HEK293T cells, Vif self-association by quenched fluorescence, imaging, 24 h. inhibition, % at 7.49 µM; in the data active = inhibition above about 50%, passing the limit was not always enough; also: some results filed as inactive read as strong as hits
MC4R ag barr: agonists of human melanocortin 4 receptor (MC4R) beta-arrestin; AID 540308; 0.98% of 360,000 active; P32245; activation, % at 8.9 µM; U2OS MC4R beta-arrestin complementation, luminescence; percent of melanotan II response, DMSO zero;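 active = activation above a per-plate cutoff, the mean activation of sample wells on that plate plus 3 SD, cut at about 8% in these data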
aDG glyco up: increases alpha dystroglycan glycosylation. Pro5-aDG cells, alpha-DG glycosylation AlphaScreen (IIH6); 0% Pro5, 100% B10-LARGE cell signal. activation, % at 10 µM. 0.22% of 360,000 active;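 active = activation of at least 8% versus controls, or a plate z-score of at least 8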;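 also: Pro5 are CHO cells carrying HIG-tagged alpha-DG that lacks glycosylation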
ABCB6 inh MLPCN: human ABCB6 transporter inhibition. AID 602162. 0.19% of 360,000 active. fluorescence ratio to DMSO, % at 10 µM. Q9NP58. K562-ABCB6 porphyrin accumulation, flow cytometry, 1 h; active compounds read low;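 active = fluorescence ratio to DMSO below 75%, the collection mean minus 3 SD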;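 also: signal is porphyrin accumulated inside mitochondria; 100% equals median channel fluorescence of DMSO control wells; lower ratio means ABCB6 inhibition with less porphyrin fluorescence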
Target sequence (Q9NP58 whole entry, looked up): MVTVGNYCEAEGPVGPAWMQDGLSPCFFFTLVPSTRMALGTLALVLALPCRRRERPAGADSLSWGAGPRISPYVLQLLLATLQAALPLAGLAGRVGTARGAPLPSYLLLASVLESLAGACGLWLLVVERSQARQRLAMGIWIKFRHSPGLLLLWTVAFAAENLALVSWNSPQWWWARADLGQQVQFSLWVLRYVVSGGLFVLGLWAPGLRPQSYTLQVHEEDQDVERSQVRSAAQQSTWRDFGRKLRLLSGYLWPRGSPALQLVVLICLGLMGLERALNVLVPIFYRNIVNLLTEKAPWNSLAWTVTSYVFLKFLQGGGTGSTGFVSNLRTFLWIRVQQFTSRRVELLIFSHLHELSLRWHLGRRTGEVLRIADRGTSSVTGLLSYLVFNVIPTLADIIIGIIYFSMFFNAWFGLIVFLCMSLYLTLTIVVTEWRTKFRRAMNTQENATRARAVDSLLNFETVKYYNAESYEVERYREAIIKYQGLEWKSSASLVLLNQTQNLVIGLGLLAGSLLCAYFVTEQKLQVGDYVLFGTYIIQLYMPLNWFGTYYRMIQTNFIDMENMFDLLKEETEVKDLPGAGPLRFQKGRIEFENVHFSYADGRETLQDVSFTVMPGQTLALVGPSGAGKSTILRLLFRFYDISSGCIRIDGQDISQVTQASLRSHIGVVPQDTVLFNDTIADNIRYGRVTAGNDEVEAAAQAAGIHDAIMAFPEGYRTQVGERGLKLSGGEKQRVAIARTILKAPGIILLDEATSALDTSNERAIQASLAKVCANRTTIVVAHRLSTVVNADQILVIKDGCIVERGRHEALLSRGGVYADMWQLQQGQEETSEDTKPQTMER
Exocytosis inh: blocks lytic granule exocytosis; TALL-104 LAMP-1 surface exposure, flow cytometry; cells stimulated with thapsigargin and PMA; inhibition, % at 10 µM; 0.66% of 360,000 active;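 active = inhibition above about 55%, limit read from the data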
TLR9-MyD88 block: blocks human TLR9 binding to MyD88; CHO BLA complementation TLR9-MyD88, CCF4 FRET ratio; 0.21% of 340,000 active; inhibition, % at 4.98 µM; Q9NR96+Q99836; AID 504734;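 active = inhibition above the mean over all tested compounds plus 3 SD, cut at about 21% in these data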;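 also: 0% = DMSO only wells and 100% = clavulanate BLA inhibitor control wells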
ABHD5-PLIN5 inh: blocks binding of human ABHD5 to perilipin-5; Q00G26+Q8WTS1; Split G. princeps luciferase complementation, luminescence, 4 h; inhibition, % at 4 µM; 0.78% of 360,000 active; AID 602281;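 active = inhibition above the mean inhibition across every tested compound plus 3 SD, cut at about 22% in these data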;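 also: 0% = DMSO only wells and the 100% control is not disclosed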
Glyco luc inh: blocks N-linked glycosylation in D54 reporter cells. 0.23% of 360,000 active. D54 ERlucT glycosylation luciferase reporter, 24 h; percent of 100 nM tunicamycin response. reporter increase, % at 12.5 µM. AID 588692;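 active = mean luciferase reporter signal, scaled so untreated is 0 and the glycosylation-blocking control 100, at or above a set limit in every replicate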;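 also: luciferase carries N-glycosylation sites so blocking glycosylation raises the light; 0% = median of neutral control wells and 100% = median of 100 nM tunicamycin wells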
MC4R antag cAMP: antagonists of human melanocortin 4 receptor (MC4R); AID 540295; inhibition, % at 6.5 µM; 0.48% of 360,000 active; MC4R-expressing cells, MTII-stimulated cAMP, LANCE TR-FRET; P32245;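 active = inhibition above its plate's cutoff, the mean of tested wells on that plate plus 3 SD, cut at about 29% in these data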;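 also: 0% = Melanotan II alone and 100% = Melanotan II plus saturating MCL0020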
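System: U2OS-MC4R stable cell line; Technique: Eu-cAMP/anti-cAMP TR-FRET, emission 671 nm; Repeats: single well per compound; Also added: Melanotan II; Dosing: one concentration, 6.5 µM nominal; Schedule: 30-min compound, 1-h challenge, 1-h detection, room temperature.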
NOD2-RIPK2 inh: NOD2-RIPK2 protein interaction inhibition; CHO BLA complementation NOD2-RIPK2, CCF4 ratio; inhibition, % at 4.98 µM; AID 624267; 0.38% of 360,000 active; in the data active = inhibition above about 21%;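 also: 0% = vehicle only and 100% = reference blocker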
* marks the source's active call; other numbers are inactive results; / = no result given; & = joins results of further samples. Not all compounds are listed, so the mix of outcomes need not match the whole.

entry	smiles	Vif imaging	Exocytosis inh	ABCB6 inh MLPCN	aDG glyco up	ABHD5-PLIN5 inh	TLR9-MyD88 block	Glyco luc inh	NOD2-RIPK2 inh	MC4R antag cAMP	MC4R ag barr
1	CCOc1ncccc1C(=O)Nc1ccc(F)c(F)c1	-6	-1	92	0.8	4	-2	3	4	9	-2.8
2	CC[C@@H]1C(c2ccc(F)cc2)=NN(c2ccc(Br)cc2)[C@H]1C(=O)N1CCOC1=O	2	-6	104	0.3	-18	-6	2	-1	11	9.6*
3	O=C(NCc1cccs1)c1cc2c(s1)CCCC2	-22	-3	96	0.2	-1	-6	-3	-5	1	-2.5
4	COc1ccc(CS(=O)(=O)CC(C)(O)c2ccccc2Cl)cc1 (configuration not stated)	-4	4	96	-0.2	-1	10	-1	-2	14	-1.6
5	COc1ccc(S(=O)(=O)N2CCCCCC2)cc1C(=O)N(C)CC(=O)Nc1ccc(Cl)c(Cl)c1	-2	-3	104	0.3	1	-9	-2	2	8	0.1
6	CCN(CC(O)Cn1c2ccccc2c2ccccc21)S(=O)(=O)c1ccc(F)cc1 (configuration not stated)	-11	2	97	0.3	-1	1	-6	3	11	1.3
7	CC[C@H]1C/C=C\Cc2ccccc2[C@@H](C(=O)C[C@@H](O)CC(C)=O)OC1=O	0	-2	98	0.1	3	-1	3	-9	2	-0.2
8	NC(=O)c1cnn(-c2ccc3ccccc3c2)c1N	2	-2	96	0.2	-1	1	-2	-6	7	-1.0
9	COc1cccc(OC)c1C(=O)OCC(=O)NCc1ccco1	0	-7	100	-0.1	9	2	1	-5	-4	-4.3
10	Cc1ccc(NC(=O)C2CC(=O)N(c3ccccc3Cl)C2)cc1S(=O)(=O)N1CCOCC1 (configuration not stated)	-1	-2	105	-0.2	-5	3	-2	-7	2	0.8
11	COc1ccc(C(=O)O/N=C(\N)Cc2ccc(Cl)c(Cl)c2)cc1OC	-12	-3	103	0.1	-5	-9	11	8	-8	6.9
12	CCOC(=O)c1ccc(-n2c(CN(CC)CC)nc3ccc([N+](=O)[O-])cc3c2=O)cc1	1	4	105	0.1	3	-12	2	-5	0	0.3
13	N#Cc1cccnc1N1CCN(C(=O)c2cccc3c2C(=O)c2ccc(-c4ccc(F)cc4OCc4ccccc4)cc2S3(=O)=O)CC1	-2	0	98	-0.6	6	1	-1	0	8	-2.1
14	Cc1ccccc1-n1c(C)cc(/C=C(\C#N)C(=O)NCC2CCCO2)c1C (configuration not stated)	-2	0	99	-0.4	3	8	-8	-5	3	-1.1
15	CC(=O)Nc1cccc(NC(=O)CSc2nnc3ccc(-c4ccccn4)nn23)c1	-1	16	103	-0.2	3	-7	1	-8	-4	-3.9
16	Cc1nnc(NC(=O)CCn2cnc3ccccc3c2=O)s1	-7	0	91	0.9	3	3	2	-2	0	0.1
17	COc1cccc(NC(=O)C2CCCN2C(=O)OCc2ccccc2)c1 (configuration not stated)	8	-1	87	0.1	9	-4	-2	-3	-2	-1.8
18	O=C(/C=C/c1ccc(S(=O)(=O)N2CCOCC2)cc1)Nc1ccc(F)c(F)c1F	-5	-1	96	0.5	-3	-2	-3	2	9	-1.4
19	CN(c1ccc(OCC(=O)NC2CCC(O)CC2)cc1)S(=O)(=O)c1ccc(Cl)cc1 (configuration not stated)	-1	2	87	-0.3	0	1	-1	-4	14	-1.0
20	CC(C)C(=O)N1CCN(c2ccc(NC(=O)c3ccc4c(c3)OCCO4)cc2Cl)CC1	-8	16	83	-0.1	8	4	-8	-13	-9	2.6
21	CCN1CCN(Cc2nc3cc(NC(=O)COc4ccc([N+](=O)[O-])cc4)ccc3n2C)CC1	-8	1	100	-0.3	-6	1	-3	-1	3	-1.4
22	OCCNc1ncnc2c1ncn2[C@H]1CN(Cc2ccc(-c3ccccc3)cc2)C[C@@H](CO)O1	-14	2	99	-0.1	-5	/	1	-1	-7	0.0
23	CN(C(=O)CSc1nnnn1-c1ccccc1)C1CCS(=O)(=O)C1 (configuration not stated)	-4	-3	100	-0.2	-7	1	1	-4	0	0.7
24	CC(C)Cn1c(N2CCN(C(=O)c3cccs3)CC2)nc2ccccc21	-6	2	97	0.2	5	-5	0	-8	-3	-1.4
25	Cc1ccccc1SCC(=O)N1CCN(c2ccc(C(F)(F)F)cn2)CC1	-3	2	98	0.2	6	-1	-1	-4	-3	5.4
26	C[C@H](CO)NC(=O)[C@@H]1C[C@H]1[C@@H](NP(=O)(c1ccccc1)c1ccccc1)c1ccccc1	6	-4	99	0.2	-1	5	2	11	5	-0.3
27	C[C@@H]1CN([C@@H](C)CO)C(=O)CCCn2nncc2CO[C@H]1CN(C)Cc1cccc(O)c1	-4	0	99	0.0	-4	-15	0	-6	0	0.0
28	O=S(=O)(NCC1CCCO1)c1ccc(Cl)c(C(F)(F)F)c1 (configuration not stated)	5	2	102	-0.2	-2	3	-1	-2	1	0.8
29	COC(=O)Cc1[nH]nc2c1C1(CCSCC1)C(C#N)=C(N)O2	11	-3	96	0.2	-16	2	-1	-1	0	-2.9
30	O=C(COc1ccc(Br)cc1CO)N1CCCc2ccccc21	-9	0	98	0.0	-2	-21	-1	-7	1	-0.4

More compounds.
entry	smiles	Vif imaging	Exocytosis inh	ABCB6 inh MLPCN	aDG glyco up	ABHD5-PLIN5 inh	TLR9-MyD88 block	Glyco luc inh	NOD2-RIPK2 inh	MC4R antag cAMP	MC4R ag barr
31	Oc1c(C(c2cccs2)N2CCN(c3ccccc3)CC2)sc2ncnn12 (configuration not stated)	-2	8	98	-0.2	1	4	-2	10	8	-0.3
32	CCOc1ccc(NC(=O)C(C)N2C(=O)c3ccccc3C2=O)cc1 (configuration not stated)	3	-1	94	-0.1	-4	4	0	-3	0	0.7
33	CCN(C(=O)COC(=O)c1n[nH]c2ccccc12)C1CCS(=O)(=O)C1 (configuration not stated)	2	4	96	-0.1	0	1	1	17	-6	-1.5
34	Cc1cccc(NC(=O)C2CCN(C(=O)c3ccc(Cl)cc3)CC2)n1	-7	5	101	0.0	7	9	3	0	8	-0.7
35	COc1ccccc1N1CCN(CC(O)COc2cccc3ccccc23)CC1 (configuration not stated)	-1&-6	1&-4	105&92	0.2&0.2	3&6	-9&-8	1&3	-2&2	-4&8	1.6&1.9
36	CN1CCN(S(=O)(=O)c2ccc(C#N)cc2)C(c2ccccc2)C1 (configuration not stated)	-5	3	101	-0.1	4	-5	0	-10	17	-0.8
37	CCNc1cc2oc(=O)c(CN3CCOCC3)c(C)c2cc1C	-7	1	/	0.0	-3	-1	3	-9	1	-2.6
38	C[C@@H]1CCCCO[C@@H](CN(C)S(=O)(=O)c2ccc(Cl)cc2)[C@@H](C)CN([C@H](C)CO)C(=O)c2cc(N(C)C)ccc2O1	2	-1	97	0.0	-9	2	0	-10	7	0.7
39	COc1ccc(C(=O)OCC(=O)Nc2c(C)cccc2C)cc1	5	-2	98	-0.1	6	-10	2	-4	9	0.6
40	CN(C)CCCN(C(=O)CCS(=O)(=O)c1ccccc1)c1nc2cc3c(cc2s1)OCO3	-9	34	103	-0.6	26*	-12	-13	6	0	-2.0
41	CN1CCN(c2ccc(NC(=O)c3ccc4c(c3)OCCO4)cc2)CC1	0	2	93	-0.2	-6	-10	-14	4	2	-2.0
42	CCOc1ccc2nnc(-c3ccc(Br)cc3)n2n1	-2	-1	100	0.7	-6	11	0	5	-1	-0.4
43	Cc1cc(-c2ccccc2)nc2oc(C(=O)NN)c(N)c12	0	-1	89	0.1	-7	17	7	7	10	0.9
44	CCc1nc(SCC(=O)O)c2c3c(sc2n1)COC(C)(C)C3	/	5	96	0.0	-1	7	1	-9	7	-1.5
45	CCOc1ccccc1N(CC(=O)Nc1ccccc1C(=O)N1CCCC1)S(C)(=O)=O	29	-6	96	0.1	-9	-8	1	-8	0	1.8
46	O=C(O)Cc1cccc(=O)c(O)c1C(=O)O	-12	-1	97	0.4	6	-6	2	-8	0	-0.5
47	N#Cc1ccc(NC(=O)CCc2nc3ccccc3s2)cc1	0	0	100	-0.1	0	-4	4	-6	21	1.3
48	COc1cc(OC)cc(C(=O)N2CCC(C(=O)Nc3ccc4c(c3)OCCO4)CC2)c1	2	-9	100	-0.4	2	-12	0	12	2	-1.5
49	CCCN(Cc1cc2cccc(C)c2[nH]c1=O)C(=O)c1cccc(OC)c1	/	-2	91	0.4	9	-7	-2	-3	4	2.1
50	COc1ccc(-n2nc(C(=O)NCC(=O)N3CCN(C)CC3)c3ccccc3c2=O)cc1	12	-1	97	0.2	1	8	0	4	-5	0.0
51	Cc1ccc([N+](=O)[O-])c(OCCCNCC(C)O)c1 (configuration not stated)	7	0	97	0.1	-7	7	1	-5	-3	-2.1
52	CC(Sc1nc(-c2ccc(F)cc2)cs1)C(=O)Nc1ccc(Cl)cn1 (configuration not stated)	7	4	93	0.0	-1	-7	-1	-1	7	-1.1
53	COc1cccc(C(=O)C2CCCN(C(=O)c3ccccn3)C2)c1 (configuration not stated)	3	-1	103	-0.2	0	1	2	-2	9	1.1
54	O=C(CCc1nc(-c2cccs2)no1)NCc1ccc(F)cc1Cl	7	7	96	-0.1	-2	-4	1	-14	5	-1.1
55	COc1cc(OC)cc(C(=O)OCC(=O)NC(c2ccccc2)c2ccccc2)c1	10	-7	104	0.0	-1	-4	1	7	11	13*
56	Cn1c(-c2sccc2OCc2ccccc2)n[nH]c1=S	-6	-1	99	0.5	4	-5	2	-4	13	-1.0

In the list so far, these contain a CF3 group.
entry	smiles	Vif imaging	Exocytosis inh	ABCB6 inh MLPCN	aDG glyco up	ABHD5-PLIN5 inh	TLR9-MyD88 block	Glyco luc inh	NOD2-RIPK2 inh	MC4R antag cAMP	MC4R ag barr
25	Cc1ccccc1SCC(=O)N1CCN(c2ccc(C(F)(F)F)cn2)CC1	-3	2	98	0.2	6	-1	-1	-4	-3	5.4
28	O=S(=O)(NCC1CCCO1)c1ccc(Cl)c(C(F)(F)F)c1 (configuration not stated)	5	2	102	-0.2	-2	3	-1	-2	1	0.8

Whole records from above:
Cn1c(-c2sccc2OCc2ccccc2)n[nH]c1=S is listed with Vif imaging: -6; Exocytosis inh: -1; ABCB6 inh MLPCN: 99; aDG glyco up: 0.5; ABHD5-PLIN5 inh: 4; TLR9-MyD88 block: -5; Glyco luc inh: 2; NOD2-RIPK2 inh: -4; MC4R antag cAMP: 13; MC4R ag barr: -1.0
COc1cccc(C(=O)C2CCCN(C(=O)c3ccccn3)C2)c1 (configuration not stated) is listed with Vif imaging: 3; Exocytosis inh: -1; ABCB6 inh MLPCN: 103; aDG glyco up: -0.2; ABHD5-PLIN5 inh: 0; TLR9-MyD88 block: 1; Glyco luc inh: 2; NOD2-RIPK2 inh: -2; MC4R antag cAMP: 9; MC4R ag barr: 1.1

High-throughput results from PubChem.
